# Assay outcomes as filed in PubChem.
# MDM2 E3 inh: blocks human Mdm2 ubiquitin ligase activity. cell-based MDM2 ubiquitination luciferase reporter, 2 h; 0 = plate control, 100 = twice control, blank-subtracted. signal enhancement, % at 5 µM. actives 0.11% (n = 210,000);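 active means signal enhancement of 30% or more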;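 further: luminescence tracks abundance of the self-degrading MDM2-luciferase fusion protein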
# Target sequence (Q00987 whole entry, looked up, the tested form may be a part): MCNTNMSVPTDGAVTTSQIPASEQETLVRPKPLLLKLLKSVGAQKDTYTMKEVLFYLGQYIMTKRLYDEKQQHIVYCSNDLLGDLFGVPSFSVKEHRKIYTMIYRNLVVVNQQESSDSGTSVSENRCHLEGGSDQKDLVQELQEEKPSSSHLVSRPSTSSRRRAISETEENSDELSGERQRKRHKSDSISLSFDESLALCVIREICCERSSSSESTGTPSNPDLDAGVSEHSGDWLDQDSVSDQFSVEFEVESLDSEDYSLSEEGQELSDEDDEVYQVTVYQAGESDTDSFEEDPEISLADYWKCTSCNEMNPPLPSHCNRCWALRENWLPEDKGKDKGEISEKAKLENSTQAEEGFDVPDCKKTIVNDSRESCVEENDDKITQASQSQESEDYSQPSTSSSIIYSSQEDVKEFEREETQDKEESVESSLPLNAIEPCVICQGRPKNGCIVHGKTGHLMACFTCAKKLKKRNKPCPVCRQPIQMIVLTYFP
#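 Test system: mammalian cells stably expressing self-ubiquitinating, self-degrading MDM2 E3–luciferase fusion; Amount: 2000 cells in each well; Medium: DMEM; Schedule: 4 h settle plus 2 h compound, 37 °C; Technique: SteadyLite luciferase luminescence after 15 min room-temperature reagent incubation; Benchmarks: plate control and blank wells.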
# zVAD death inh: L929 zVAD cell death inhibition; L929 zVAD necroptosis rescue, ATP luminescence, 24 h; with zVAD 60 µM; viability rescue, % at 10 µM; actives 0.38% (n = 220,000); AID 1377;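 active means activation, scaled between plate controls, above about 75%, limit read from the data; inactive means activation under that limit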;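 further: 0% = zVAD with DMSO and 100% = DMSO alone without zVAD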
# EBV gp42 inh: EBV gp42 inhibition; Fluorescence polarization binding assay, mP read-out; inhibition, % (tested at 21.74 µM); actives 0.42% (n = 220,000); in the data active means inhibition above about 50%
# Target sequence (Q1HVG2 whole entry, looked up): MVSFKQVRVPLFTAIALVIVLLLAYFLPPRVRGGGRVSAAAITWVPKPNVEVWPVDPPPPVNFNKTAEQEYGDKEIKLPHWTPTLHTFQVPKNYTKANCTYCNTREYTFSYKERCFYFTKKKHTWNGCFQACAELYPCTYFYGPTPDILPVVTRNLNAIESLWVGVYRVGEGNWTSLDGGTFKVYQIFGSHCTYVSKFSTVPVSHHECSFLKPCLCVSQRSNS
# Tb hexokinase: blocks Trypanosoma brucei hexokinase 1 activity | recombinant TbHK1, G6PDH-coupled NADH A340 | inhibition, % at 10 µM | actives 0.11% (n = 220,000);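 active means inhibition of 50% or more in the single-dose primary screen; inactive means inhibition below 50%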
# 14-3-3 Bad PPI: disrupts binding of bovine 14-3-3 zeta to phospho-Bad peptide; P63103; inhibition, % at 21.7 µM; TR-FRET 14-3-3zeta/Dy647-pBad peptide displacement, 1 h; actives 0.71% (n = 220,000);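 active means inhibition above about 70%, limit read from the data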;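 further: 0% = full 14-3-3 plus peptide FRET controls and 100% = background without 14-3-3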
# Target sequence (P63103 whole entry, looked up): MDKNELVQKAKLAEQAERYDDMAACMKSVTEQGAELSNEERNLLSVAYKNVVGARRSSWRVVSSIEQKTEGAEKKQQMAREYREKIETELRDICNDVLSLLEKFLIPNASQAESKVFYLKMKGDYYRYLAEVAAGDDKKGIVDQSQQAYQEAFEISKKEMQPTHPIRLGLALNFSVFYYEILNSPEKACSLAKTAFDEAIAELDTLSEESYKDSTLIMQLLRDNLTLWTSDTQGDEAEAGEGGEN
# Hck Nef HTS: inhibitors of human Hck kinase activated by Nef; P08631; Recombinant Hck-YEEI plus Nef, Z-Lyte FRET kinase assay; inhibition, % at 20 µM; actives 0.68% (n = 220,000); AID 463187;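 active means Hck-Nef kinase inhibition above about 50%, limit read from the data; inactive means inhibition below that limit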;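 further: 0% = DMSO with Hck plus Nef and 100% = Hck alone without Nef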
# p47phox inh: inhibitors of human p47phox binding; P14598; p47phox/p22phox peptide binding, fluorescence polarization, 2 h; inhibition, % at 24.7 µM; actives 0.53% (n = 220,000); AID 1274;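 active means inhibition above about 30%, limit read from the data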;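 further: 0% = p47phox with labelled peptide and 100% = labelled peptide alone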
# Runt-CBFb FRET: inhibitors of human RUNX1 Runt domain binding to CBFb; Q01196+Q13951; Cerulean-Runt/Venus-CBFb FRET ratio 530/480, 1 h; inhibition, % at 20 µM; actives 0.46% (n = 220,000); AID 1496;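 active means inhibition over about 50% at 20 µM in the single-dose screen, limit read from the data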;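 further: 0% = DMSO wells and 100% = excess unlabeled CBFb competitor control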
#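 Schedule: protein complex preformed 1 h, compound exposure 1 h, room temperature, dark; test system: Cerulean-labeled Runt domain protein; amount: 100 nM per protein; buffer or medium: Tris 50 mM pH 7.5, KCl, K2SO4, 0.01% BSA; read-out: loss of energy transfer signal; detection: FRET fluorescence; controls: 5 µM unlabeled CBFb as full-inhibition high control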
# Runt-SMMHC FRET: inhibitors of human RUNX1 Runt domain binding to CBFb-SMMHC; Q01196+Q13951; Cerulean-Runt/Venus-CBFb-SMMHC FRET ratio 530/480, 1 h; inhibition, % at 20 µM; actives 0.74% (n = 220,000); AID 1434;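 active means mean inhibition across duplicate retests at 20 µM reaching about 50%, limit read from the data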;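 further: 0% = DMSO wells and 100% = wells with excess untagged CBFb-SMMHC; inhibitors lower the FRET ratio by blocking Runt binding to CBFb-SMMHC; some results filed as inactive read as strong as hits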
# Numbers without * were called inactive; . = not tested or not shown; [ ] = dose if it differs, or a comment. No enrichment for hits; overall some 3.2% were active at least once.
# Keys – A = MDM2 E3 inh; B = zVAD death inh; C = EBV gp42 inh; D = Tb hexokinase; E = 14-3-3 Bad PPI; F = Hck Nef HTS; G = p47phox inh; H = Runt-CBFb FRET; I = Runt-SMMHC FRET
> CN(Cc1ccccc1)C1=CC(=[N+]2CCCC2)CC(C)(C)C1
  A: .	B: -0.4	C: -51	D: -55	E: 4	F: 4	G: 3	H: -10	I: 4
> COc1ccc(-n2c(SCC(=O)Nc3ncc(Cl)cc3Cl)nc3ccccc32)cc1
  A: -10	B: 0.5	C: 3	D: -2	E: -23	F: 21	G: -44	H: 1	I: -4
> CN(c1ccccc1)c1nc2ccsc2c(=O)s1
  A: 3	B: 0.0	C: -3	D: -4	E: 6	F: 1	G: -14	H: 4	I: -3
> CC1CCCN(C(=O)c2ccc3c(=O)n(Cc4ccc5c(c4)OCO5)c(=S)[nH]c3c2)C1 (centres undefined)
  A: -25	B: -0.3	C: -19	D: -11	E: 4	F: -1	G: -8	H: -1	I: 3
> Cc1cccc2sc(N(CCN(C)C)C(=O)c3cc(Cl)sc3Cl)nc12
  A: -4	B: 1.2	C: 1	D: 11	E: 14	F: 3	G: -24	H: 1	I: 0
> CCC(C)Nc1nc(N)c([N+](=O)[O-])c(Nc2ccccc2OC)n1 (centres undefined)
  A: -4	B: 1.1	C: 10	D: -27	E: -19	F: 22	G: -16	H: -4	I: 3
> O=C(N/N=C/c1ccc2nccnc2c1)c1cccc([N+](=O)[O-])c1
  A: -7	B: 1.8	C: -9	D: -21	E: -7	F: 18	G: -14	H: 1	I: -1
> COc1ccc(C)cc1S(=O)(=O)N1CC(C)OC(C)C1 (centres undefined)
  A: -2	B: 0.9	C: 16	D: -3	E: -12	F: 24	G: 7	H: .	I: .
> CCN(CC)C1CCN(C(=O)CCc2nnc(CCc3ccccc3)o2)C1 (centres undefined)
  A: -1	B: 0.8	C: -10	D: 5	E: -14	F: -3	G: -2	H: 1	I: -4
> O=C1N(Cc2cccc(Cl)c2)C[C@@H]2C[C@@H](c3c[nH]c4ccccc34)N3CCC[C@@]123
  A: -10	B: -0.5	C: -22	D: -7	E: -9	F: 8	G: 4	H: 1	I: 1
> CCOP(=O)(OCC)/C(C#N)=C(\O)c1ccc(OC)cc1
  A: .	B: 0.0	C: 2	D: -1	E: 4	F: 6	G: -7	H: 2	I: -1
> CCCCN(C(=O)CNC(=O)c1ccco1)C(C(=O)NC1CCCC1)c1ccc(OC)cc1 (centres undefined)
  A: -7	B: 0.6	C: -8	D: -7	E: -3[fluorescence artefact?]	F: 1	G: 8	H: -1	I: 0
> NC(=O)C1=CN(Cc2ccc(Cl)cc2)CCC1C(F)(F)F (centres undefined)
  A: -13	B: -0.3	C: -3	D: -3	E: -4	F: 4	G: 5	H: 0	I: -3
> CC(Sc1nncn1C)C(=O)Nc1nnc(C(C)C)s1 (centres undefined)
  A: -20	B: 0.7	C: -2	D: -3	E: -5[fluorescence artefact?]	F: -6	G: -3	H: 1	I: -2
> Cn1nnnc1SCC(=O)NNC(=O)c1ccc(Br)cc1
  A: -10	B: 1.1	C: -4	D: 3	E: -6	F: 18	G: 3	H: 1	I: -2
> Nc1ccccc1C(=O)NNC(=O)C(=O)/C=C(\O)c1ccccc1
  A: -15	B: 0.6	C: -6	D: -9	E: -13	F: 10	G: -11	H: -3	I: -4
> C=CCn1c(SCCC)nc2sc3c(c2c1=O)CCc1ccccc1-3
  A: -60	B: 1.1	C: 3	D: 4	E: 17	F: 2	G: -17	H: 4	I: -1
> CCc1cc(-c2nc(N)ncc2-c2csc(C)n2)c(O)cc1OC
  A: 13	B: 1.2	C: -6	D: -19	E: -5	F: 16	G: -6	H: -2	I: -2
> Cc1ccc(NC(=O)c2ccccc2NS(=O)(=O)c2ccc(Cl)s2)cc1
  A: -16	B: 0.3	C: 3	D: 30	E: -4	F: 7	G: -25	H: -3	I: -7
> O=C(NCc1ccccc1)c1cc(=O)nc2sc(-c3ccccc3)nn12
  A: -6	B: 0.0	C: -15	D: 5	E: 10	F: 3	G: -16	H: -3	I: -1

# 11 of these compounds, set out differently.
# Screens in order: MDM2 E3 inh | zVAD death inh | EBV gp42 inh | Tb hexokinase | 14-3-3 Bad PPI | Hck Nef HTS | p47phox inh | Runt-CBFb FRET | Runt-SMMHC FRET
- O=C1N(Cc2cccc(Cl)c2)C[C@@H]2C[C@@H](c3c[nH]c4ccccc34)N3CCC[C@@]123
    -10 | -0.5 | -22 | -7 | -9 | 8 | 4 | 1 | 1
- CCOP(=O)(OCC)/C(C#N)=C(\O)c1ccc(OC)cc1
    . | 0.0 | 2 | -1 | 4 | 6 | -7 | 2 | -1
- CCCCN(C(=O)CNC(=O)c1ccco1)C(C(=O)NC1CCCC1)c1ccc(OC)cc1 (centres undefined)
    -7 | 0.6 | -8 | -7 | -3[fluorescence artefact?] | 1 | 8 | -1 | 0
- NC(=O)C1=CN(Cc2ccc(Cl)cc2)CCC1C(F)(F)F (centres undefined)
    -13 | -0.3 | -3 | -3 | -4 | 4 | 5 | 0 | -3
- CC(Sc1nncn1C)C(=O)Nc1nnc(C(C)C)s1 (centres undefined)
    -20 | 0.7 | -2 | -3 | -5[fluorescence artefact?] | -6 | -3 | 1 | -2
- Cn1nnnc1SCC(=O)NNC(=O)c1ccc(Br)cc1
    -10 | 1.1 | -4 | 3 | -6 | 18 | 3 | 1 | -2
- Nc1ccccc1C(=O)NNC(=O)C(=O)/C=C(\O)c1ccccc1
    -15 | 0.6 | -6 | -9 | -13 | 10 | -11 | -3 | -4
- C=CCn1c(SCCC)nc2sc3c(c2c1=O)CCc1ccccc1-3
    -60 | 1.1 | 3 | 4 | 17 | 2 | -17 | 4 | -1
- CCc1cc(-c2nc(N)ncc2-c2csc(C)n2)c(O)cc1OC
    13 | 1.2 | -6 | -19 | -5 | 16 | -6 | -2 | -2
- Cc1ccc(NC(=O)c2ccccc2NS(=O)(=O)c2ccc(Cl)s2)cc1
    -16 | 0.3 | 3 | 30 | -4 | 7 | -25 | -3 | -7
- O=C(NCc1ccccc1)c1cc(=O)nc2sc(-c3ccccc3)nn12
    -6 | 0.0 | -15 | 5 | 10 | 3 | -16 | -3 | -1

# (more compounds)
# Keys – A = MDM2 E3 inh; B = zVAD death inh; C = EBV gp42 inh; D = Tb hexokinase; E = 14-3-3 Bad PPI; F = Hck Nef HTS; G = p47phox inh; H = Runt-CBFb FRET; I = Runt-SMMHC FRET
> CCn1ccc(C(=O)Nc2ccc(S(=O)(=O)Nc3ccccc3OC)cc2)n1
  A: -14	B: -0.2	C: -10	D: -5	E: -10[fluorescence artefact?]	F: 0	G: -7	H: 4	I: -3
> CC(C)(C)c1cc(C(=O)Nc2ccccc2)ccn1
  A: 2	B: 2.9	C: -6	D: 2	E: -4	F: 2	G: -1	H: 0	I: 1
> COCCNc1nc(-c2ccccc2)nc2ccccc12
  A: -20	B: 3.4	C: -8	D: -8	E: -8	F: 26	G: 1	H: .	I: .
> CCOC(=O)C1C(c2ccccc2)C(C(=O)OCC)C1c1ccccc1 (centres undefined)
  A: -14	B: -0.4	C: -10	D: 4	E: 3	F: 9	G: 12	H: -4	I: -4
> CNc1ncc(C(=O)C(C)(C)C)s1
  A: -13	B: 0.5	C: -14	D: -45	E: -9	F: -1	G: 4	H: 0	I: 1
> COC(=O)Cc1ccc(NC(=S)NCCO)cc1
  A: -10	B: -0.5	C: -8	D: -9	E: -15	F: 18	G: -4	H: 2	I: 1
> COC(=O)C1C(=O)C2=C(CC1C)Nc1ccccc1NC2c1cccs1 (centres undefined)
  A: 15	B: 2.8	C: 1	D: -37	E: -30	F: 20	G: 1	H: 0	I: 0
> Cc1ccccc1CSc1nnc(C)c(=O)[nH]1
  A: -15	B: 2.5	C: -10	D: -1	E: -4	F: 18	G: -5	H: 2	I: -1
> Cc1ccnc(NC(=O)Nc2ccc3c(c2)OCO3)c1
  A: 5	B: 85*	C: 3	D: -1	E: -21	F: 15	G: 4	H: 1	I: 3
> CC(C)(C)NC(=O)COC(=O)c1ccc(NC(=O)CC#N)cc1
  A: -21	B: 8.3	C: -9	D: 1	E: -18	F: 22	G: -15	H: 0	I: 1
> Cc1cc(N=NC(=O)c2ccccc2O)c2ccccc2c1O
  A: -12	B: 1.6	C: -4	D: -9	E: -19	F: 22	G: 0	H: -6	I: -3
> COCCNC(=O)c1ccccc1-c1nc(-c2ccccc2Cl)no1
  A: -35	B: 0.5	C: 0	D: -4	E: 2	F: -1	G: -3	H: 2	I: -3
> CN(C(=O)C1CCOC1)c1nnc(-c2cccnc2)s1 (centres undefined)
  A: -16	B: 0.3	C: -16	D: -5	E: -12	F: 0	G: -8	H: 2	I: -4
> CC(=O)c1ccc(NC(=O)c2ccc3c(Cl)c4c(nc3c2)CCCC4)cc1
  A: -7	B: 3.2	C: -6	D: -17	E: 74*	F: 2	G: 0	H: 5	I: -4
> CCOc1ccc(/C=C2\SC(=S)N(NS(=O)(=O)c3ccc(C)cc3)C2=O)cc1OC
  A: -2	B: 0.6	C: -13	D: 7	E: 3	F: 51*	G: -51	H: -10	I: -13
> Cc1ccc(NC(=O)COC(=O)CN2C(=O)NC(C)(C)C2=O)cc1S(=O)(=O)N1CCOCC1
  A: -8	B: 1.2	C: -12	D: 4	E: -8	F: 19	G: -3	H: 1	I: -8
> COc1ccc(C)cc1S(=O)(=O)N(C)CC(=O)NC1CCCCCC1
  A: -12	B: 2.6	C: -26	D: -1	E: 4	F: 5	G: -1	H: -3	I: -2
> CC(=O)OCC(OC(C)=O)C(OC(C)=O)C(OC(C)=O)C(=O)Nc1ccccc1C (centres undefined)
  A: -16	B: -0.4	C: -7	D: 26	E: -5	F: 0	G: 2	H: 1	I: -1
> O=C(COc1ccc(Cl)cc1)N1CCN(c2ccc([N+](=O)[O-])c(N3CCCCC3)c2)CC1
  A: -14	B: -0.3	C: 9	D: 10	E: -10	F: 1	G: 9	H: -2	I: -2
> COC(=O)c1ccc(=O)n(CC(=O)c2ccc(Cl)cc2)c1
  A: 6	B: 1.4	C: -10	D: 0	E: -2	F: 20	G: 1	H: 0	I: -1
> COc1ccc(-n2c(Cc3cccn3C)nnc2SCC(=O)Nc2cc(C)cc(C)c2)cc1
  A: -8	B: 2.3	C: -16	D: -5	E: 8	F: 0	G: -19	H: -4	I: 0
> O=C(CSc1nnc(Cc2ccccc2)n1C1CCCCC1)N1CCOCC1
  A: -4	B: -0.1	C: -22	D: 0	E: -1[fluorescence artefact?]	F: 0	G: 98*	H: -1	I: -3
> COc1cc(/C=N/NC(=O)c2nc(C)cc(C)n2)ccc1O
  A: 1	B: 1.1	C: 11	D: -57	E: -20	F: -2	G: -6	H: 6	I: 3
> Cc1cc2cc(CN(Cc3ccc4c(c3)OCO4)Cc3nnnn3C3CCCC3)c(=O)[nH]c2cc1C
  A: 2	B: 0.0	C: 1	D: 1	E: -2[fluorescence artefact?]	F: 1	G: -13	H: -4	I: 2
> CCCc1c(C)nc2ccc(OC)cc2c1SCCC(=O)O
  A: -4	B: 0.2	C: 4	D: 17	E: -9[fluorescence artefact?]	F: 3	G: 17	H: -1	I: 2
